Assay outcomes as filed in PubChem.
PNC assembly inh: perinucleolar compartment assembly inhibition; actives 3.1% (n = 140,000); activity change (PNC), negative = inhibition, % at 10 µM; PC3M PTB-GFP, PNC prevalence imaging, 16 h; hits give low values;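 active = readout at or below -70, meaning at least 70% loss of cells showing the perinucleolar compartment, a nuclear body marking cancer cells; inconclusive = readout between -30 and a set limit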;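 also: plate controls were DMSO wells for no effect and camptothecin positive control wells for full effect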
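PC3M cells stably expressing PTB-GFP, 750–1000 cells/well, treated 16 h at 37 °C with compound (23 nl of library stock), in duplicate. After paraformaldehyde fixation and Hoechst stain, imaged at 20x; PNC prevalence scored by image analysis.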
12-hLO inh: blocks human 12-lipoxygenase activity | Potency, µM (top dose mostly 57.1 µM), without a hit: at the top dose activity change, negative = inhibition, usual class: inhibitors | actives 0.12% (n = 150,000) | P18054 | purified 12-hLO, xylenol orange hydroperoxide absorbance | AID 1452; also: potency is read from the fitted curve at half-maximal effect; nearly all actives have a fitted effect of over 55% in size; many of its hits are not listed in these tables
Target sequence (P18054 whole entry, looked up): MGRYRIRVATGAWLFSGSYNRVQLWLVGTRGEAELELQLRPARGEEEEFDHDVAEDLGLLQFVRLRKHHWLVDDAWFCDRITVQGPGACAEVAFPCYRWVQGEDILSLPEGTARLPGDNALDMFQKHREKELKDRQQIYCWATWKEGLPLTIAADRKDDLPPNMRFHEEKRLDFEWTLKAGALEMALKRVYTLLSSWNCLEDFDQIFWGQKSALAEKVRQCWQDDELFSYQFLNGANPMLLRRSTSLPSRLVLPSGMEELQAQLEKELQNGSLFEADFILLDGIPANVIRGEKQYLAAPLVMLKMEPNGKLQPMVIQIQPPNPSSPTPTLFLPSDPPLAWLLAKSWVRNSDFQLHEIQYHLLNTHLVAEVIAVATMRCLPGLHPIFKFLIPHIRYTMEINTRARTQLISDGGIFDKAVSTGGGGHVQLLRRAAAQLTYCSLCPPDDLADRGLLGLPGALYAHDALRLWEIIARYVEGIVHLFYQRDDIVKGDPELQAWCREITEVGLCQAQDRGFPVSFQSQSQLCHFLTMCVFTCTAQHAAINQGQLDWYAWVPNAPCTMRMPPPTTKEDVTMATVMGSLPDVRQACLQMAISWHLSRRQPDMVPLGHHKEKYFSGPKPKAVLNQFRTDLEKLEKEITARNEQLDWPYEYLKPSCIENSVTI
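Xylenol orange chromogenic assay: hydroperoxide from 12hLO oxidises Fe(II), giving red-shifted Fe(III)-XO absorbance. Conditions: 150 nM enzyme, 40 uM arachidonic acid, 25 mM Hepes pH 7.0, 0.01% Triton X-100, 30 min, room temperature.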
IMPase inh: membrane-permeable compound that blocks inositol monophosphatase; AID 901; inhibition (IP1 accumulation), % at 46.1 µM; P97697; CHO-M1 cells, IP1 accumulation, HTRF TR-FRET ratio; 120,000 tested, under 10 active; active = well fitted curve in the direction sought with a large enough effect in the signal ratio, not every such curve was filed as active; inconclusive = small, poorly fitted or top-dose-only effect, or a change in a side signal; inactive = no such curve, though single readings can be large or run the other way; the % refers to the signal ratio;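 also: cells stimulated with carbachol in lithium chloride buffer; plate controls were DMSO basal wells for no effect and reference inhibitor wells for full effect; higher means more IMPase inhibition seen as more IP1 and lower FRET ratio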
Target sequence (P97697 whole entry, looked up): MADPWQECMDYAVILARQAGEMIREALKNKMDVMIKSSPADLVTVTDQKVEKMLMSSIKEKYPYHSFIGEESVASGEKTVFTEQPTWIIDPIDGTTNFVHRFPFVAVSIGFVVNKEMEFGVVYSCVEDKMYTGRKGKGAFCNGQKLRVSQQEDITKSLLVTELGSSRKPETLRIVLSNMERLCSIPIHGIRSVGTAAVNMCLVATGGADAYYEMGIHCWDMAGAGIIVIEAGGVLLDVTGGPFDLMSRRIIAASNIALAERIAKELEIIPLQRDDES
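CHO-M1, 2000 cells/well, cultured 16–30 h; cpd up to 46 uM; carbachol (50 uM solution, stimulation buffer w/ 50 mM LiCl, pH 7.4), 30 min 37C; IP-One TR-FRET, 10 min RT; Ex 320/Em 665, 620; Hill-fit AC50.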
ALOX15B inhib: 15-hLO-2 (ALOX15B) enzyme inhibition; purified 15hLO-2, xylenol orange hydroperoxide absorbance; Potency, µM (highest dose often 57.1 µM), for inactives: at the highest dose activity change, negative = inhibition, usual class: inhibitors; actives 0.56% (n = 110,000); O15296; also: potency is read from the fitted curve at half-maximal effect; nearly all actives have a fitted effect of over 60% in size; many of its hits are not listed in these tables
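Read-out: hydroperoxide product oxidises ferrous iron, measured as xylenol orange complex via the 573-to-405 nm absorbance ratio after 30 min. Reaction: 50 nM enzyme, 15 min compound preincubation, 45 uM arachidonic acid, 90 min RT, Hepes pH 7.5 with Triton X-100.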
* hit, by the source's call; ? = inconclusive; nt = no result given; & = joins results of further samples; [ ] = remark or other dose. Unless noted, calls follow the shape of the dose curve; as a rule, active = well fitted curve in the direction sought with a large enough effect; inconclusive = small, poorly fitted or top-dose-only effect, or another doubt; inactive = no such curve, though single readings can be large; an effect the other way counts as inactive or inconclusive. Unless noted, % is scaled to controls: 0 for no effect and ±100 for the full control effect. This is a subset; the hit share may differ from the screen's.

PNC assembly inh	12-hLO inh	IMPase inh	ALOX15B inhib	structure
31	-2%	-6	-5%	CC(C)CC(c1nnnn1CC1CCCO1)N1CCN(C2CCCC2)CC1 (stereo not given)
10	-9%	3	-4%	Cc1sc(=NC(=O)c2ccco2)n(C)c1-c1ccc(Cl)cc1
49	-5%	10	0%	CCCCn1c(Oc2ccc(C(=O)OC)cc2)nc2c1c(=O)n(C)c(=O)n2C
-1	-8%	-1	-1%	COc1ccc(S(=O)(=O)n2nc(OC(=O)C3CCCCC3)cc2N)cc1
251	-1%	-7	nt	Cc1ccc(OCC(=O)N2CCCc3ccccc32)cc1
?	-10%	10	-12%	Cc1ccc(C)c(OCCOCCN2CC(C)OC(C)C2)c1C (stereo not given)
36	1%	18	1%	COc1ccc(C(=O)N2CCOCC2)cc1Br
-14	-1%	13	4%	CCN(CC)S(=O)(=O)c1ccc2c(c1)c(=O)c(C(=O)NCCN(C)CCc1ccccc1)cn2C
?	2%	15	6%	O=C(Cn1c(S(=O)(=O)Cc2ccccc2)nc2ccccc21)N1CCCCC1
-3	?	3	1%	CCCSc1nnc2n(-c3ccccc3OC)c(=O)c3c4c(sc3n12)CCC4
4	-6%	8	-8%	CC(C)C(NCc1c(Cl)cccc1Cl)C(=O)O (stereo not given)
-8	0%	4	-1%	CC(C)CNC(=O)C(=O)N/N=C/c1cccs1
11	3%	?	-11%	O=C(CCCCCn1c(=S)[nH]c2cc3c(cc2c1=O)OCO3)N1CCN(C(=O)c2ccco2)CC1
5	3%	-1	5%	CCOC(=O)C1=C(C)N(C)C(C)=C(C(=O)OCC)C1c1ccccn1
9	-5%	-8	-4%	CCn1c(Cc2c(C)[nH]c3ccccc23)nnc1SCC(=O)NCc1ccccc1
-7	-1%	?	8%	COc1cccc2c(=O)n(CC(=O)Nc3ccccc3)ccc12
36	-4%	2	2%	CCc1cc2c(=O)n(CC)c(SC(C)C(=O)Nc3c(C)n(C)n(-c4ccccc4)c3=O)nc2s1 (stereo not given)
26	-2%	-2	-12%	Cc1c(C(=O)Nc2cccc3cccnc23)oc2ccccc12
2	-21%	1	-11%	O=C(O)c1cc(-c2ccc3c(c2)OCO3)nc2ccccc12
-10	0%	-2	38%[activator]	Cc1cc(OCCCC(=O)NC2=NCCS2)ccc1Cl
?	-3%	-5	-4%	COC(=O)CSc1nsc(SCC(=O)OC)c1C#N
6	-6%	6	-4%	COc1cc([N+](=O)[O-])ccc1NC(=O)CCCOc1cccc(C)c1C
-106*	7%	-1	nt	O=c1[nH]ncn1-c1cccc(C(F)(F)F)c1
8	-2%	nt	nt	CCCCNC(=O)CN(c1ccc(Cl)c(Cl)c1)S(C)(=O)=O
2	-1%	3	7%	Cc1nn2c(NCC(C)C)c3c(nc2c1-c1ccccc1)CCC3
14	7%	6	5%	CS(=O)(=O)Nc1ccccc1C(=O)c1ccccc1
29	1%	6	-3%	Nn1c(SCC(=O)NCc2ccccc2)nnc1C1CC1
89	3%	5	-18%	Cc1cc(C)n(-c2cc(N3CCN(S(=O)(=O)c4ccc5ccccc5c4)CC3)ccc2[N+](=O)[O-])n1
11	4%	-3	3%	CC(C)/C(=N\NC(=O)Nc1ccccc1)c1ccccc1
35	-1%	-4	0%	CCOC(=O)c1cccc(NC(=O)CCn2nnc3ccccc32)c1
16	9%	-5	4%	COc1cc(S(=O)(=O)NC2CCCC2)c(OC)cc1Cl
23	-12%	11	nt	COc1ccccc1N1CCN(C(=O)c2ccc3nc(-c4ccco4)c(-c4ccco4)nc3c2)CC1
0	-6%	-16	-7%	O=c1/c(=C/c2ccc(O)cc2)sc2n1CCCN=2
20	5%	1	0%	N/C(=N\OC(=O)c1ccc(Cl)cc1Cl)c1ccc(Cl)cc1
12	-4%	4	-2%	COc1ccc(CNC(=O)C(c2cccs2)N(C(=O)c2csnn2)C2CC2)cc1 (stereo not given)
-4	-5%	4	nt	Cc1ccc(CN(Cc2ccc(C)o2)C(=S)NCC(=O)O)cc1
41	5%	nt	nt	C=CCN1C(C(=O)c2ccccc2)=C(OC(=O)COc2ccccc2)c2ccccc2S1(=O)=O
27	2%	-7	-3%	O=C(NC1CCCC1)C1C2C=CC(C2)C1C(=O)N1CCOCC1 (stereo not given)
?	-5%	-9	1%	Nc1ccc(Sc2nnnn2-c2ccccc2)c(Cl)c1
19	3%	3	9%[2.29 µM]	COCc1nnc(NC(=O)CCCCCN2C(=O)c3ccccc3C2=O)s1
38	-1%	-12	-4%	Cc1cc(C(=O)NCC(=O)OC(C(=O)Nc2cc(C(F)(F)F)ccc2Cl)c2ccccc2)ccc1[N+](=O)[O-] (stereo not given)
?	-5%	3	-4%	O=C(O)C1C2CCC(O2)C1C(=O)Nc1cccc(F)c1 (stereo not given)
-18	-4%	nt	nt	CCN(CC)c1ccc(/C=N/Nc2nc3ccccc3[nH]2)cc1
33	5%	-3	4%	COc1cc(Cl)cc(C#N)c1OCC(=O)O
9	2%	3	9%	CCOC(=O)Cc1csc(NC(=O)c2ccc(Br)s2)n1
nt	-8%[11.4 µM]	nt	10%[11.4 µM]	NC(=O)c1nnn(Cc2cc(Cl)c(C(=O)c3ccc(Cl)cc3)c(Cl)c2)c1N
-25	-1%	-2	13%	COc1ccc(CCNc2nncc(=O)[nH]2)cc1OC
-5	-2%	-3	-3%	Cc1csc(NC(=O)Cn2cnnn2)n1
26	-3%	6	7%	COC(=O)c1c(CCl)noc1C(=O)NC(C)C
22	-11%	3	-5%	Cc1ccc2c(c1)cc(CN(Cc1ccc3c(c1)OCO3)S(=O)(=O)c1ccccc1)c1nnnn12
20	-5%	14	nt	COc1ccc(Cc2nnc(-c3cccc(C)c3)o2)cc1OC
-24	-6%	1	nt	COc1cc(OC)c(NC(=S)Nc2cccc(C)c2)cc1Cl
?	-1%	nt	nt	Cc1ccc(NC(=S)Nc2ccc3cn[nH]c3c2)cc1
20	-1%	?	-7%	COC(=O)c1ccc2c(=O)sc(N3CCC(C(N)=O)CC3)nc2c1
-12	-13%	5	-3%	CC1=C(C(=O)Nc2ccccc2)C(c2ccc(O)cc2)N2C(=O)CSC2=N1 (stereo not given)
-2	-1%	-1	-1%	COc1ccccc1N1C(=O)c2ccccc2NC1c1ccncc1 (stereo not given)
-26	-25%	22	26%	CCN1CCN(c2ccc(NC(=O)c3cccc(OCc4ccccc4)c3)cc2)CC1
-23	2%	nt	nt	O=C(CCCCl)Oc1ccc2cc(-c3ccc4ccccc4n3)c(=O)oc2c1
?	-1%	2	-19%	c1ccc(Cn2c(SCCN3CCOCC3)nnc2-c2cccnc2)cc1
9	1%	9	4%	CN(CCc1ccccn1)C(=O)CN(C)S(=O)(=O)c1ccc2c(c1)c(=O)n(C)c(=O)n2C

Next compounds
PNC assembly inh	12-hLO inh	IMPase inh	ALOX15B inhib	structure
nt	1%	nt	-7%	O=C(O)c1cc(=O)[nH]c(=O)[nH]1
?	9%	0	2%	CC(C)[C@H](NC(=O)OC(C)(C)C)c1nnc(SCc2cccc(F)c2)o1
-7	2%	5	nt	Cc1cc(C)cc(NC(=O)C(OC(=O)C2=COCCO2)c2ccccc2)c1 (stereo not given)
21	0%	nt	nt	O=c1[nH]c(NC2CCCCC2)c([N+](=O)[O-])c(=O)[nH]1
?	1%	3	-8%	COc1ccc(NC(=O)CN2CCN(CC(=O)Nc3ccccc3Cl)CC2)c(OC)c1
-11	1%	-5	nt	Cc1ccc(CNC(=O)c2ccccc2SCC(=O)NCC2CCCCC2)cc1
-4	0%	10	5%	c1ccc(N2CCN(c3c4c(nc5ncnn35)CCC4)CC2)cc1
-5	3%	2	-3%	Cc1ccc(N(C(C)C(=O)O)S(=O)(=O)c2c(C)n[nH]c2C)cc1 (stereo not given)
-6	4%	7	1%	CCN(CC)CCCNC(=O)Cn1ncn2cccc2c1=O
-1	-10%	-8[9.22 µM]	11%	CCc1nnc(NC(=O)CSc2nnc(-c3ccccc3O)n2-c2ccc(C)cc2)s1
nt	-1%[0.00818 µM]	nt	8.9µM*	CCCCCCCCCCCCCCCC(=O)OCC(O)C1OC(=O)C(O)=C1O (stereo not given)
?	3%	5	3%	COc1ccccc1NC1=C(C)C(=O)CC1
25	-1%	-18	-14%	Cc1c(C(=O)N2CCN(c3ccccc3F)CC2)sc2ncn(CC(=O)N3CCOCC3)c(=O)c12
-26	-4%	-1	0%	CN1CCN(C(=O)c2cc(-c3cccc(Cl)c3)on2)CC1
5	-4%	0	-2%	O=C(CCn1cccc1)NCc1ccc2c(c1)OCO2
19	-6%	-9	2%	CCC(=O)Oc1ccc2c(C)cc(=O)oc2c1C
-119*	-5%&-12%	nt	22%	O=C(Nc1ccc2ccccc2c1)[C@@H]1C[C@H]1[C@@H](NP(=O)(c1ccccc1)c1ccccc1)c1ccccc1
nt	0%[11.4 µM]	nt	-5%[11.4 µM]	C[C@H]1C[C@H]2[C@H]3CCC4=CC(=O)C=C[C@@]4(C)[C@]3(F)[C@H](O)C[C@]2(C)[C@@]1(O)C(=O)COP(=O)(O)O
21	0%	nt	nt	CCOC(=O)N/N=C/c1cn(Cc2ccccc2Cl)c2ccccc12
8	4%	2	4%	Cc1cc2c(c(=O)n1C)C(C(C)C)C(C#N)=C(N)O2 (stereo not given)
51	-5%	0	-3%	COC(=O)CNC(=O)COc1ccccc1
-27	-4%	4	4%	O=C1CN(C(=O)OCc2ccccc2)c2ccccc2N1
-27	1%	10	4%	Cc1cccc(N(CC(=O)NCc2ccco2)C(=O)CCC(=O)Nc2ccccn2)c1
39	-18%	nt	nt	CCCCCCCCCCSc1n[nH]c(N)n1
-3	-3%	1	-19%	CCN(CC)C(=O)CSc1ccccc1N
?	-3%	3	-13%	CCOc1ccc(OCC(=O)Nc2ccc(S(=O)(=O)Nc3cc(C)nc(C)n3)cc2)cc1
?	14%	14	-11%	COc1cc2nc(NCCCN3CCN(C)CC3)n3nc(-c4ccccc4)nc3c2cc1OC
-17	2%	-1	8%	Cc1noc(C)c1C(=O)NCCc1ccc(Cl)cc1
-4	0%	4	4%	C=CCn1c(SCc2nnc(-c3ccccc3)o2)nnc1C(O)c1ccccc1 (stereo not given)
18	-5%	nt	nt	Clc1ccccc1Cn1c(/C=C/c2ccco2)nc2ccccc21
84	5%	2	2%	COC(=O)[C@@H](NC(=O)NC1CCN(Cc2ccccc2)CC1)C(C)C
-80*	-3%	-3	nt	Cc1ccc(NC(=O)CN(C)C(=O)Cn2cc(C(F)(F)F)ccc2=O)cc1
?	2%	nt	nt	O=C(/C=C/c1c(F)cccc1Cl)NCc1ccco1
-24	-17%	7	4%	COc1ccc(S(=O)(=O)N/N=C(/C)c2cccc(NC(=O)c3ccccc3Cl)c2)cc1
-104*	-3%	0	nt	CCOC(=O)Nc1cccc(C(=O)O)c1

Full records as entered above. Order of values: PNC assembly inh | 12-hLO inh | IMPase inh | ALOX15B inhib
O=C(/C=C/c1c(F)cccc1Cl)NCc1ccco1 in the list: ? | 2% | nt | nt
CCOC(=O)Nc1cccc(C(=O)O)c1 in the list: -104* | -3% | 0 | nt
Cc1ccc(NC(=O)CN(C)C(=O)Cn2cc(C(F)(F)F)ccc2=O)cc1 in the list: -80* | -3% | -3 | nt
COC(=O)[C@@H](NC(=O)NC1CCN(Cc2ccccc2)CC1)C(C)C in the list: 84 | 5% | 2 | 2%
COc1ccc(S(=O)(=O)N/N=C(/C)c2cccc(NC(=O)c3ccccc3Cl)c2)cc1 in the list: -24 | -17% | 7 | 4%
